Assay outcomes (PubChem BioAssay)
KOR beta-arrestin-1: KOR agonists, beta-arrestin recruitment, primary screen, cell-based, luminescence, uHTS (AID 1777). 280,000 tested, 0.02% active. one-dose activation, % at 10 µM; EC50 in µM for titrated hits. KOR beta-arrestin recruitment, luminescence; higher % means a stronger effect; in the data active = activation above about 50%, passing the limit was not always enough; also: a part of the inactive calls stands beside numbers as strong as those of hits
TNAP activation fold: human TNAP enzyme activators, primary screen, biochemical, luminescent, no phosphate acceptor, uHTS (AID 1001); purified TNAP, luminescent activation assay, no phosphate acceptor; higher activation fold means a stronger effect; activation fold at 20 µM; hits with a dose series show EC50 in µM; 200,000 tested, 0.03% active; in the data active = activation fold from about 3, or a potency from the dose series; inactive = the rest, 99 in 100 with activation fold below about 1.6; also: many of its hits are not listed in these tables
XIAP displacement: XIAP antagonists, biochemical, IAP family, fluorescence polarization (AID 1018). XIAP BIR domain, fluorescence polarization peptide displacement; higher % means a stronger effect. 200,000 tested, 0.007% active. one-dose displacement, % at 20 µM; IC50 in µM for titrated hits; in the data active = displacement above about 50%; also: a part of the inactive calls stands beside numbers as strong as those of hits
LYP phosphatase: inhibitors of LYP phosphatase, biochemical, fluorescence intensity, uHTS (AID 1779) | recombinant LYP phosphatase, fluorescence intensity; higher % means a stronger effect | one-dose inhibition, % at 11.5 µM; IC50 in µM for titrated hits | 290,000 tested, 0.054% active;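 also: plate controls were vehicle with enzyme for no effect and no enzyme for full effect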
human PMI inhibition: inhibitors of human PMI, primary screen, biochemical, fluorescence intensity, coupled assay (AID 1209); 190,000 tested, 0.42% active; one-dose inhibition, % at 20 µM; IC50 in µM for titrated hits; purified PMI enzyme, coupled fluorescence intensity; higher % means a stronger effect;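 also: plate controls were DMSO vehicle for no effect and wells lacking substrate for full effect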
NOD1 NF-kB reporter: inhibition of NOD1-driven NF-kB reporter – cell-based, luminescence, uHTS, primary screen (AID 1578); inhibition, % at 4 µM, or EC50 in µM where a hit was titrated; 290,000 tested, 1% active; NOD1-driven NF-kB luciferase reporter cells, luminescence; higher % means a stronger effect; in the data active = inhibition mostly above about 36%, no sharp cut-off; inactive = mostly below about 34%;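 also: HEK-293T reporter cells stimulated with the NOD1 agonist gamma-tri-DAP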
NOD2 inhibition: NOD2 signaling inhibitors, cell-based, luminescence, uHTS, HEK293 (AID 1566). HEK293 NOD2/NF-kB luciferase reporter, luminescence; higher % means a stronger effect. inhibition, % at 4 µM; hits with a dose series show EC50 in µM. 290,000 tested, 0.63% active; also: many of its hits are not listed in these tables
human PMI inhibitors: human PMI inhibitors, high substrate, primary screen, biochemical, fluorescence intensity, high mannose 6-phosphate (AID 1220); 190,000 tested, 0.66% active; one-dose inhibition, % at 20 µM; IC50 in µM for titrated hits; recombinant PMI enzyme, coupled fluorescence intensity; higher % means a stronger effect
KOR beta-arrestin-2: KOR antagonists, beta-arrestin recruitment, cell-based, luminescence, uHTS (AID 1778). KOR beta-arrestin recruitment, luminescence, antagonist mode; higher % means a stronger effect. one-dose inhibition, % at 10 µM; IC50 in µM for titrated hits. 290,000 tested, 0.091% active; also: strong numbers were not always called active
* marks the source's active call; other numbers are inactive results; / = not tested or not shown; [ ] = dose if it differs, or a comment. Rule as the data show it, unless noted: active = inhibition above about 50%; inactive = the rest. Some of the compounds tested; the hit share may differ from the screen's.

Sample of the layout (3 entries):
#	Structure	KOR beta-arrestin-1	TNAP activation fold	XIAP displacement	LYP phosphatase	human PMI inhibition	NOD1 NF-kB reporter	NOD2 inhibition	human PMI inhibitors	KOR beta-arrestin-2
1	O=S(=O)(Cc1cc(Oc2ccccc2)nc(-c2ccccc2)n1)c1ccccc1	-1.0%	1	-1.4%	2%	3%	-4%	-9%	-2%	7%
2	O=C(C1=C(O)C(=O)N(Cc2cccnc2)C1c1ccccn1)c1cccs1 (stereo not given)	-1.3%	1	-2.1%	-2%	-18%	-9%	15%	2%	-34%[20 µM]
3	CCCCc1nc2cc(C(=O)N3CCC(OC)CC3)ccc2o1	8.8%	/	/	-10%	/	-16%	-2%	/	-25%

The list itself, from the first entry:
#	Structure	KOR beta-arrestin-1	TNAP activation fold	XIAP displacement	LYP phosphatase	human PMI inhibition	NOD1 NF-kB reporter	NOD2 inhibition	human PMI inhibitors	KOR beta-arrestin-2
1	O=S(=O)(Cc1cc(Oc2ccccc2)nc(-c2ccccc2)n1)c1ccccc1	-1.0%	1	-1.4%	2%	3%	-4%	-9%	-2%	7%
2	O=C(C1=C(O)C(=O)N(Cc2cccnc2)C1c1ccccn1)c1cccs1 (stereo not given)	-1.3%	1	-2.1%	-2%	-18%	-9%	15%	2%	-34%[20 µM]
3	CCCCc1nc2cc(C(=O)N3CCC(OC)CC3)ccc2o1	8.8%	/	/	-10%	/	-16%	-2%	/	-25%
4	O=C(C1CCN(Cc2cc(Cl)ccc2O)CC1)N1CCN(Cc2ccccc2)CC1	-2.1%	1.1	-2.3%	-2%	9%	-23%	7%	4%	29%
5	Cc1ccc2oc(=O)cc(CN3CCC(C)CC3)c2c1	3.7%	0.9	-0.4%	4%	-10%	-13%	-9%	-1%	4%
6	O=C(CSc1nc2ccccc2n1CCc1ccccc1)N1CCOCC1	-3.1%	1.1	-6.2%	-8%	-9%	1%	15%	-6%	-28%
7	C[N+]1(C2CCC3CCC2C3O)CCCC1 (stereo not given)	0.7%	1.1	-9.2%	-4%	15%	-10%	21%	-2%	19%
8	Cc1ccc(NC(=O)CCc2c(C)nc3ncnn3c2C)cc1	2.4%	1.1	1.2%	3%	-8%	7%	8%	-8%	-39%
9	Cc1ccc(NC(=S)NCCN2CCOCC2)cc1	0.3%	1.1	-1.3%	-5%	-2%	7%	3%	-5%	-15%
10	CCCCOCCCNCC(=O)Nc1ccc(S(N)(=O)=O)cc1	-4.2%	1.1	-3.5%	-5%	-5%	-38%	-15%	-2%	1%
11	NNC(=O)c1oc2nc(-c3ccccc3)cc(-c3ccco3)c2c1N	-2.9%	/	/	1%	/	-13%	12%	/	3%
12	O=C(CC(Nc1ccccc1)C(=O)O)c1ccccc1 (stereo not given)	-1.1%	1	-5.6%	-7%	2%	-66%	-66%	12%	-2%
13	O=C1c2ccccc2NC(c2cn[nH]c2-c2ccc(Cl)cc2)N1O (stereo not given)	1.6%	1.2	-3.8%	-5%	-74%	23%	22%	-120%	-13%
14	COc1cc(/C=N/NC(=O)CC#N)ccc1Oc1nc(Cl)ncc1F	-1.1%	/	/	-5%	/	-26%	4%	/	-6%[20 µM]
15	Cc1ccc(/C=C(\C#N)C(=O)Nc2cccc3ncccc23)o1	2.0%	0.9	-7.7%	9%	-27%	-3%	-8%	7%	3%
16	O=C(COc1ccc2ccccc2c1)NN1C(=O)c2ccccc2C1=O	4.2%	1.2	-0.1%	3%	1%	-18%	-5%	5%	-1%
17	COc1cc2c(cc1OC)C(c1cccc([N+](=O)[O-])c1)=NCC2	-4.3%	/	/	-6%	/	19%	15%	/	-14%
18	COc1ccc(NC(=O)CC(C(=O)O)C(C)c2ccccc2)cc1 (stereo not given)	-2.8%	/	/	-6%	/	-33%	16%	/	-28%[20 µM]
19	COc1cccc(C2CC(C(F)(F)F)n3ncc(C(=O)NCC4CCCO4)c3N2)c1 (stereo not given)	4.2%	1.1	-1.3%	4%	-3%	-4%	-33%	0%	8%
20	C=CCn1c(=NC(=O)C2COc3ccccc3O2)sc2cccc(OC)c21 (stereo not given)	0.6%	/	/	9%	/	-1%	12%	/	-10%
21	O=C(N/N=C\c1ccccc1F)c1ccc(-c2ccccc2)cc1	14%	/	/	-4%	/	-26%	-63%	/	-43%
22	COc1ccccc1-n1c(SCC(=O)N2CCCCC2)nc2cccnc21	6.3%	1.1	-0.3%	-8%	15%	12%	20%	11%	20%
23	CCN(CC)CCN(Cc1cc2cc3c(cc2[nH]c1=O)OCO3)C(=S)NCCOC	4.5%	/	/	-11%	/	-16%	1%	/	-3%[20 µM]
24	CCN(CC)c1ccc(/C=N/Nc2nc(C)cc(C)n2)c(O)c1	2.7%	1.9	-2.5%	-1%	41%	-14%	-18%	30%	3%
25	CP(=O)(Nc1cc(Cl)ccc1Cl)c1nc2c(s1)CCCC2 (stereo not given)	3.1%	/	/	-5%	/	-14%	1%	/	-5%
26	COc1ccc(CNC(=O)C2C3C=CC4(CN(Cc5cccnc5)C(=O)C24)O3)cc1 (stereo not given)	1.7%	1.1	-2.9%	-5%	9%	9%	11%	4%	-11%
27	COc1ccc(S(=O)(=O)N2CCC(C(=O)NCCC(=O)NC3CC3)CC2)cc1	8.5%	/	/	-14%	/	1%	11%	/	-7%
28	O=C(c1ccc(Cl)cc1Cl)c1ncc(C(F)(F)F)cc1Cl	0.6%	1.1	-1.0%	-7%	0%	3%	15%	-1%	-28%
29	COc1cc2nc(N(CCN(C)C)C(=O)c3ccc4ccccc4c3)sc2cc1OC	-1.7%	/	/	-2%	/	8%	-11%	/	0%
30	COc1ccc(-n2cc(CNCCCN3CCCC3=O)c(-c3ccccc3Cl)n2)cc1	1.1%	1	-3.5%	-8%	15%	-13%	16%	14%	5%
31	CCOc1ccccc1OCCCC(=O)NC1CCCc2ccccc21 (stereo not given)	-2.2%	1.1	-1.5%	-10%	12%	-2%	4%	1%	-20%
32	COc1ccc(C(=O)C(CO)Oc2ccccc2OC)cc1OC (stereo not given)	2.0%	1.1	-11%	-5%	5%	-2%	0%	0%	-24%
33	CCc1ccc(CN(C)C(=O)CCc2nnc(CCc3ccccc3OC)o2)nc1	/	1.1	2.9%	-7%	7%	-19%	19%	8%	-37%[20 µM]
34	COc1cccc(NC(=O)CCC(=O)Nc2cccc(OC)c2)c1	8.9%	1	-5.4%	2%	-10%	3%	-4%	-10%	-33%
35	COc1ccc(-c2cc(C3CC3)nc(N)c2C#N)cc1	9.9%	/	/	-2%	/	-12%	8%	/	-27%
36	COc1cc(C2C3C(=O)N(c4ccc(F)cc4)C(=O)C3ON2c2ccccc2)ccc1O (stereo not given)	1.5%	1	-5.9%	-7%	1%	-19%	9%	7%	-26%
37	CN(C)S(=O)(=O)c1ccc(C(=O)NCc2nc3ccccc3s2)cc1	-1.3%	/	/	-4%	/	-6%	0%	/	6%
38	COC(=O)COc1ccc(S(=O)(=O)NCC2CCCO2)cc1Cl (stereo not given)	2.3%	1	-2.7%	-9%	-3%	1%	-18%	-18%	-78%
39	COc1ccc2c(c1OC)C(=O)OC2CC(=O)c1ccc(O)c(O)c1 (stereo not given)	-6.3%	0.6	-4.3%	-6%	22%	5%	12%	17%	15%
40	Cc1nn(-c2ccccc2)c(N)c1Sc1ccc([N+](=O)[O-])cc1	8.1%	1.2	-5.0%	-7%	-20%	-7%	-61%	-72%	2%
41	O=c1oc2ccccc2nc1/C=C(O)/C=C\c1ccccc1	-7.1%	1.3	-26%	-2%	-3%	-17%	1%	-20%	21%
42	COc1ccc(N2C(=O)CC(Nc3ccc(F)cc3)C2=O)c([N+](=O)[O-])c1 (stereo not given)	0.5%	1.1	-9.2%	2%	11%	-10%	6%	21%	-16%
43	COc1ccc(CNC(=O)CSc2ncn[nH]2)cc1OC	-0.1%	/	/	-12%	/	8%	-20%	/	-10%
44	O=C(O)C1CCN(C(=O)c2ccc(Cl)cc2)CC1	2.8%	1.1	-1.3%	3%	3%	-17%	-5%	-9%	-7%
45	Cc1ccc(-c2nc(=S)c3c(n2CC2CCCO2)CC(C)(C)OC3)cc1 (stereo not given)	-1.8%	1.2	-4.6%	-6%	-10%	-5%	-4%	-13%	-23%
46	COc1ccc(-c2nc(C#N)c(N3CC(C)OC(C)C3)o2)cc1OC (stereo not given)	-4.1%	1.1	-10%	-10%	2%	-40%	-1%	4%	-18%
47	CCn1c(SCC(=O)Nc2ccccc2)nc2nc3c(cc2c1=O)COC(C)(C)C3	7.9%	/	/	6%	/	-13%	16%	/	26%
48	CS(=O)(=O)N1CCC(Oc2cccc(C(=O)NCCCOc3cccnc3)c2)CC1	-1.3%	/	/	-11%	/	-36%	6%	/	-10%
49	COC(=O)C(Cc1ccc(OC(=O)c2ccc(Cl)cc2)cc1)N1Cc2ccccc2C1=O (stereo not given)	-2.2%	1	-1.9%	-6%	4%	-2%	-17%	1%	0%
50	COc1ccc(S(=O)(=O)N2CCOC2CNC(=O)C(=O)NCCc2c[nH]c3ccccc23)cc1 (stereo not given)	-0.9%	1.1	/	-6%	6%	1%	8%	4%	-17%

(next part)
#	Structure	KOR beta-arrestin-1	TNAP activation fold	XIAP displacement	LYP phosphatase	human PMI inhibition	NOD1 NF-kB reporter	NOD2 inhibition	human PMI inhibitors	KOR beta-arrestin-2
51	COc1ccc(-c2nnc(SCC(=O)Nc3nncs3)o2)cc1	-3.0%	1	-5.4%	-6%	-5%	-12%	-8%	-7%	11%
52	Cc1ccc(CCN2CC(C(=O)NCc3ccc4c(c3)OCO4)CC2=O)cc1 (stereo not given)	6.0%	/	/	-4%	/	-4%	14%	/	14%
53	C=CCn1c(C)c(C(=O)OCC)c2cc(O)c3ccccc3c21	4.3%	/	/	-6%	/	-10%	4%	/	-35%
54	CC1CC(C)CN(S(=O)(=O)c2ccc(NC(=S)NC(=O)c3ccccc3)cc2)C1 (stereo not given)	46%	1	-10%	-7%	21%	31%	12%	4%	-2%
55	COc1ccc(CNC(=O)C2CCN(S(=O)(=O)c3c(C)n[nH]c3C)CC2)cc1	0.2%	0.5	1.3%	-3%	-1%	-6%	-10%	-4%	12%
56	COCCNC(=O)/C(C#N)=C/c1c(N2CCCCCC2)nc2c(C)cccn2c1=O	-5.4%	/	/	-76%	/	4%	26%	/	18%
57	CCC(=O)NC(NC(=S)Nc1ccccc1Br)C(Cl)(Cl)Cl (stereo not given)	-2.4%	1.1	-4.0%	-3%	-2%	-26%	2%	46%	/
58	COCCn1c(-c2ccc(OC)cc2)c(-c2ccc(OC)cc2)oc1=O	2.8%	/	/	-1%	/	-6%	2%	/	23%
59	CC(C)CC(=O)NC(NCC1CCCO1)C(Cl)(Cl)Cl (stereo not given)	-1.8%	1	-2.5%	-7%	30%	1%	3%	12%	14%

An excerpt from above in order of molar mass, rising:
#	Structure	KOR beta-arrestin-1	TNAP activation fold	XIAP displacement	LYP phosphatase	human PMI inhibition	NOD1 NF-kB reporter	NOD2 inhibition	human PMI inhibitors	KOR beta-arrestin-2
51	COc1ccc(-c2nnc(SCC(=O)Nc3nncs3)o2)cc1	-3.0%	1	-5.4%	-6%	-5%	-12%	-8%	-7%	11%
52	Cc1ccc(CCN2CC(C(=O)NCc3ccc4c(c3)OCO4)CC2=O)cc1 (stereo not given)	6.0%	/	/	-4%	/	-4%	14%	/	14%
54	CC1CC(C)CN(S(=O)(=O)c2ccc(NC(=S)NC(=O)c3ccccc3)cc2)C1 (stereo not given)	46%	1	-10%	-7%	21%	31%	12%	4%	-2%
